LYPLA1 counter – counter-screen for PME1 inhibitors: inhibitors of human LYPLA1 | O75608 | recombinant LYPLA1, FP-Rh probe fluorescence polarization | inhibition, % at 5.9 µM | hit rate 0.16% among 320,000;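 active = inhibition above the mean of all tested compounds plus 3 SD, set per campaign, cut at about 14% in these data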;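 note: inhibitors block serine hydrolase probe labeling of LYPLA1 so polarization falls; 0% = enzyme with DMSO and 100% = wells lacking LYPLA1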
Target sequence (O75608 whole entry, looked up): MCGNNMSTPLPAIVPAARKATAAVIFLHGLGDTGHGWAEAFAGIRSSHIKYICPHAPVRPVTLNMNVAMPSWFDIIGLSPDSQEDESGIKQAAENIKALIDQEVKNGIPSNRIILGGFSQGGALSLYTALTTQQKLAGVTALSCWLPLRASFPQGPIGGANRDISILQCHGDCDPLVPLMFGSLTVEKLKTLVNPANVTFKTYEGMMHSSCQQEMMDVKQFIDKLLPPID
GSTO1 counter – counter-screen for RBBP9 inhibitors: inhibitors of human GSTO1. recombinant GSTO1, activity-based probe fluorescence polarization. inhibition, % at 5.96 µM. hit rate 1.1% among 300,000. AID 1974;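 active = inhibition above the campaign mean inhibition plus 3 SD, cut at about 35% in these data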;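 note: 0% = GSTO1-1 with DMSO and 100% = wells lacking GSTO1-1 enzyme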
LYPLA2 inh – counter-screen for PME1 inhibitors: inhibitors of human LYPLA2. O95372. recombinant LYPLA2, FP-Rh probe fluorescence polarization. inhibition, % at 5.9 µM. AID 2177. hit rate 0.38% among 320,000;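 active = inhibition above the screen-wide mean plus 3 SD, limit set per campaign, cut at about 26% in these data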;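 note: 0% = LYPLA2 with DMSO and 100% = wells lacking LYPLA2 enzyme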
pPAFAH FP inh – inhibitors of human plasma PAF acetylhydrolase (pPAFAH); Q13093; recombinant pPAFAH, FP-rhodamine probe fluorescence polarization; inhibition, % at 3.39 µM; hit rate 1.5% among 330,000;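 active = inhibition above the mean inhibition across the screen plus 3 SD, cut at about 25% in these data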;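 note: inhibitors block binding of the rhodamine activity-based probe so polarization drops; 0% = enzyme with DMSO and 100% = wells lacking pPAFAH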
PAD4 FP inh – inhibitors of human PAD4; inhibition, % at 6.36 µM; recombinant PAD4, RCA probe fluorescence polarization; AID 485272; hit rate 0.41% among 330,000; Q9UM07;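 active = percent inhibition above a cutoff equal to the mean of all tested compounds plus 3 SD, cut at about 15% in these data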;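 note: 0% = PAD4 with RCA probe and DMSO and 100% = probe without PAD4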
PREPL inh – human PREPL enzyme inhibition. inhibition, % at 5.96 µM. recombinant PREPL, fluorescence polarization activity-based probe. hit rate 0.68% among 320,000; in the data active = inhibition above about 43%;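 note: 0% = enzyme with DMSO and 100% = wells lacking enzyme; many of its hits are not listed in these tables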
Target sequence (Q4J6C6 whole entry, looked up): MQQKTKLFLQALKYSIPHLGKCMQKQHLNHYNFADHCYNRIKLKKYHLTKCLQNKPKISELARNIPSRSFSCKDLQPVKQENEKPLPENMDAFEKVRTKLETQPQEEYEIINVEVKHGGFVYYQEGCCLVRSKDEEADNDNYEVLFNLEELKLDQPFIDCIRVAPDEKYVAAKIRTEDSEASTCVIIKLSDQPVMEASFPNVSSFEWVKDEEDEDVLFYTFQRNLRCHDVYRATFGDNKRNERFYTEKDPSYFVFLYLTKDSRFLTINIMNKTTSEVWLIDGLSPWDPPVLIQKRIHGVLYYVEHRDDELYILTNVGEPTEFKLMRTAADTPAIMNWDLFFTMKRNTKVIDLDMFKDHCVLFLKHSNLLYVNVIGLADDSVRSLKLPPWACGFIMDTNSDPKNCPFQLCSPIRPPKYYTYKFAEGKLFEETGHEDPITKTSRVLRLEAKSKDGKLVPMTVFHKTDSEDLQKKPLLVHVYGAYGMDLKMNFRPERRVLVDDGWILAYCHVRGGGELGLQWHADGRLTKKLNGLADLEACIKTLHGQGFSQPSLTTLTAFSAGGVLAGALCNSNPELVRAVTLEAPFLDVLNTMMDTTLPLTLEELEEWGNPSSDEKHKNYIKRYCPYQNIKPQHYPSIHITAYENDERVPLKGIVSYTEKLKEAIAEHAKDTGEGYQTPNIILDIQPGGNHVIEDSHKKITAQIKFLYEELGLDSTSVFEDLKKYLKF
PAFAH1B2 inh – blocks human PAF acetylhydrolase 1b catalytic subunit 2; P68402; recombinant PAFAH1B2, FP-rhodamine activity probe, fluorescence polarization; inhibition, % at 3.39 µM; hit rate 1.2% among 340,000; AID 492953;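 active = inhibition above the mean of all tested compounds plus 3 SD, cut at about 24% in these data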;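 note: 0% = enzyme with DMSO and 100% = wells lacking PAFAH1B2; many of its hits are not listed in these tables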
PME-1 inh – blocks human protein phosphatase methylesterase 1 | Q9Y570 | recombinant PME-1, FP-Rh probe fluorescence polarization | inhibition, % at 5.9 µM | hit rate 0.53% among 320,000 | AID 2130;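 active = inhibition above the campaign mean of all compounds plus 3 SD, cut at about 26% in these data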;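 note: competitive labeling of PME-1 active site by serine hydrolase directed probe; 0% = PME-1 with DMSO and 100% = wells lacking PME-1 enzyme; inhibitors block probe labeling so polarization falls and inhibition rises; many of its hits are not listed in these tables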
PAFAH1B3 FP inh – PAFAH1B3 (human) inhibition; recombinant PAFAH1B3, FP-rhodamine probe, fluorescence polarization; inhibition, % at 3.39 µM; Q15102; AID 492972; hit rate 0.28% among 340,000;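 active = inhibition above the screen-wide average of all tested compounds plus 3 SD, cut at about 25% in these data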;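 note: 0% = enzyme with DMSO only and 100% = wells lacking PAFAH1B3 protein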
Active calls of the source: *; / = not tested or not shown; & = joins results of further samples. Only part of the results is shown; count on the stated rates, not on these rows.

SMILES	LYPLA1 counter	GSTO1 counter	LYPLA2 inh	pPAFAH FP inh	PAD4 FP inh	PREPL inh	PAFAH1B2 inh	PME-1 inh	PAFAH1B3 FP inh
Cc1ccc(CN(CC(=O)NCCc2ccccc2)C(=O)CCCC(=O)Nc2cc(C)on2)cc1	1	-2	-4	6	-6	9	4	1	6
Cc1cc(NC(=O)CSCC(=O)Nc2ccc(C)c(C)c2)no1	0	/	1	2	-6	14	-2	4	11
O=C1C(=O)N(Cc2cccnc2)C(c2cccc(Br)c2)/C1=C(/O)c1ccc2c(c1)OCO2 (configuration not stated)	-3	2	7	1	0	9	0	1	3
CNC(=S)N/N=C/c1ccc(N2CCOCC2)s1	-2	-5	-1	3	-7	8	-4	1	-3
CC(=O)Nc1ccccc1NC(=O)c1ccc(C)c(C)c1	2	9	3	2	3	9	3	-5	4
CCN1CCN(C(=S)Nc2ccc3nc(N4CCN(CC)CC4)cc(C)c3c2)CC1	-2	0	-1	7	-3	5	6	-1	10
Cc1cc(NC(=O)COC(=O)c2cc(S(=O)(=O)N3CCOCC3)ccc2N2CCCCC2)no1	2	-15	-6	6	-11	30	12	0	17
Nc1cc(N)nc(SCC(=O)Nc2cccc(S(=O)(=O)N3CCCCC3)c2)n1	-3	/	-9	3	-2	-10	-6	7	3
COc1cccc(CC(=O)Nc2sc3c(c2C(N)=O)CCCC3)c1	2	-1	0	14	1	-3	0	7	3
CCn1nnnc1SCC(=O)Nc1ccc2c(c1)OCO2	2	10	9	2	4	0	2	0	2
Cc1ccc(CSc2cc(C)[nH]c(=O)n2)cc1	2	2	0	14	0	-1	9	5	1
NS(=O)(=O)c1cccc(NC(=O)COC(=O)c2cc([N+](=O)[O-])ccc2N2CCCC2)c1	/	/	/	0	1	12	3	/	8
O=C(c1ccccc1)c1ccccc1C(=O)c1ccccc1	0&-2	-1&-2	3&0	-1&-4	-2&-3	-4&6	1	1&-3	7
COC(=O)C1=NNC(C(=O)c2ccco2)C1c1ccccc1 (configuration not stated)	4	4	8	6	-5	1	3	1	12
Cc1cnc(NC(=O)CN2CCN(c3ccccn3)CC2)s1	5	2	8	-3	-2	8	6	0	6
C#CCOCCOCCOCCNc1nc(N2CCN(C(=O)Cn3cc(CCCCN)nn3)CC2)nc(N2CCN(C(=O)Cn3cc(CCCN=C(N)N)nn3)CC2)n1	-3	2	0	-1	-6	5	4	4	4
Cc1cc(=O)oc2cc(NC(=S)NNC(=O)c3c(Cl)cnn3C)ccc12	1	10	6	10	4	1	3	1	9
CCc1ccc(OCCOCCN2CCN(C)CC2)cc1	-2	1	2	-1	4	-6	4	-5	8
COc1cccc(C(=O)N(C)CC2CCN(CCc3cccc(C(F)(F)F)c3)CC2)c1	2	11	0	2	-4	9	-1	2	-1
CCCCc1nc(SCC(=O)Nc2cccc(Cl)c2)n[nH]1	1	-4	8	2	-5	-8	8	-3	6
CC(C)OCCCNC(=O)C(Cc1ccccc1)NS(=O)(=O)c1ccc2c(c1)CCC(=O)N2 (configuration not stated)	0	1	2	4	1	7	0	0	5
CCCOc1ccc(-c2nn(-c3ccccc3)cc2/C=C2\SC(=S)N(C3CCS(=O)(=O)C3)C2=O)cc1 (configuration not stated)	-4	3	1	1	-2	-2	1	1	-2
Cc1csc(=O)n1CC(=O)OCC(=O)NNC(=O)c1ccc([N+](=O)[O-])cc1	-2	13	-2	-8	-3	21	6	-6	1
CN(C)S(=O)(=O)c1cccc(NC(=O)COC(=O)/C=C/c2ccco2)c1	-3	0	1	3	1	-4	3	-1	2
CCn1c(C)c(C2=CCN(S(=O)(=O)c3ccc(C)cc3)CC2)c2ccccc21	-20	-4	-40	-8	-47	-22	-46	-40	-49

Carrying on:
SMILES	LYPLA1 counter	GSTO1 counter	LYPLA2 inh	pPAFAH FP inh	PAD4 FP inh	PREPL inh	PAFAH1B2 inh	PME-1 inh	PAFAH1B3 FP inh
O=C(c1cccc([N+](=O)[O-])c1)N1CCN(S(=O)(=O)/C=C/c2ccccc2)CC1	1	/	9	-2	-7	24	4	8	5
CC(Nc1nc(N2CCCCC2)nc2ccccc12)c1ccccc1 (configuration not stated)	3	3	6	6	1	3	2	0	0
COc1ccc(-n2c(=S)[nH]c(=O)c3cccnc32)cc1	0	-3	3	3	-1	0	3	2	6
O=C(CSc1nnc(Cc2ccccc2)o1)c1ccc(F)cc1	-1	31	4	1	5	-14	1	2	4
CCOC(=O)CNC(=O)C1c2ccccc2C(=O)N(c2ccc(OC)cc2)C1c1ccc(OC)cc1 (configuration not stated)	-2	1	4	4	3	9	4	-4	-4
COC(=O)C1CN(C(=O)COc2ccc(Cl)cc2Cl)c2ccccc2O1 (configuration not stated)	4	1	5	4	1	2	9	2	1
CC(=O)c1ccc(S(=O)(=O)N2CCNCC2)cc1	4	7	4	1	-1	-10	3	-5	6
Cc1ccc(NC(=O)CC2(CC(=O)O)CCCC2)cc1	-5	-4	-9	2	0	3	2	-2	2
Cc1nn(Cc2ccc([N+](=O)[O-])cc2)c(=O)n1-c1cccc(Cl)c1	2	-8	0	7	0	-1	1	-1	9
Clc1c(-c2nnc3n2CCCCC3)sc2ccccc12	5	9	15	4	0	4	-1	0	10
Cn1c(NC(=O)C[n+]2cc(-c3ccc(Cl)c(Cl)c3)n3c2CCC3)cc(=O)n(C)c1=O	-1	2	1	-1	7	60*	0	6	9
CCN1C(=O)[C@H]2[C@@H](c3ccc(-c4ccc(Cl)c(Cl)c4)cc3)N[C@@](Cc3ccccc3)(C(=O)OC)[C@H]2C1=O	0	0	-5	6	-2	0	-1	-5	0
CN(C)c1ccc(CN(C(=O)c2cc3ccccc3oc2=O)C2CCS(=O)(=O)C2)cc1 (configuration not stated)	-3	1	-6	3	-6	3	2	3	2
Cc1cc(C)n(-c2ccc(Cl)c(Cl)c2)n1	-2	0	5	0	1	-4	-4	-2	-1
COC(=O)c1ccc(NS(=O)(=O)c2cc3c4c(c2)CCN4C(=O)CC3)cc1	3	4	8	7	2	-4	4	-1	7
COc1ccccc1-c1nc2ccccc2nc1-c1ccccc1OC	3	8	8	3	-3	-2	-2	2	4
Cc1ccc(S(=O)(=O)CCC(=O)OCC(=O)NC(N)=O)cc1	-3	-4	-3	2	1	1	5	8	9
O=C(c1cc(=O)[nH]c2ccccc12)N1CCc2ccccc2C1	1	0	1	-3	-5	13	-1	4	9
CC(C)C[C@H](N)c1nnc(S(=O)(=O)Cc2cccc(F)c2)o1	-1	0	3	5	-3	2	1	-1	6
OC(CNCCNc1ncccc1C(F)(F)F)COc1ccc(F)cc1 (configuration not stated)	2	2	2	2	3	-9	-1	2	0
O=C(c1ccc(CS(=O)(=O)c2ccc(Br)cc2)o1)N1CCN(c2ccc(F)cc2)CC1	1	7	-1	8	3	6	7	3	-1
FC(F)c1nc2ccccc2[nH]1	0	4	-5	0	-6	-4	8	-3	4
CN(CC(=O)Nc1ccccc1Br)C(=O)c1cc(S(=O)(=O)N(C)C)ccc1N1CCCC1	1	-2	2	2	-4	8	3	7	1
O=[N+]([O-])c1ccccc1COc1ccc(Cl)c2cccnc12	0	-1	-1	8	5	13	8	3	1
N#Cc1c(N)c(C(=O)c2ccc(Br)cc2)n2c1CCC2	2	-1	-4	2	-1	23	1	0	6

Record cards, as listed above. Values in the order: LYPLA1 counter, GSTO1 counter, LYPLA2 inh, pPAFAH FP inh, PAD4 FP inh, PREPL inh, PAFAH1B2 inh, PME-1 inh, PAFAH1B3 FP inh
CN(C)c1ccc(CN(C(=O)c2cc3ccccc3oc2=O)C2CCS(=O)(=O)C2)cc1 (configuration not stated) in the list: -3, 1, -6, 3, -6, 3, 2, 3, 2
FC(F)c1nc2ccccc2[nH]1 in the list: 0, 4, -5, 0, -6, -4, 8, -3, 4

Additional entries
SMILES	LYPLA1 counter	GSTO1 counter	LYPLA2 inh	pPAFAH FP inh	PAD4 FP inh	PREPL inh	PAFAH1B2 inh	PME-1 inh	PAFAH1B3 FP inh
CN(CC(=O)N1CCN(Cc2ccccc2)CC1)C(=O)Cc1ccc(Cl)c(Cl)c1	/	/	/	1	-3	46*	4	/	8
COc1ccccc1NS(=O)(=O)c1cc(N/C(=N\S(=O)(=O)c2ccccc2)c2ccc(F)cc2)ccc1Cl	-26	-27	-61	-21	2	3	-8	-54	-26
CC(=O)c1cccc(N(CC(=O)N2CCCC2)S(C)(=O)=O)c1	3	-4	1	5	-3	1	6	-3	4
Cc1ccc(NC(=O)CCNS(=O)(=O)c2ccc3[nH]c(=O)oc3c2)c(C)c1	-1	4	1	3	-3	-6	5	-6	-1
Cc1noc(C)c1COc1cccc(C(=O)OCC(=O)NC(=O)c2ccc(OC(F)F)cc2)c1	1	-1	3	3	3	-1	5	-6	-3
COc1ccccc1C(=O)NNC(=O)c1ccncc1	1	10	1	1	-8	-2	-6	0	11
O=C(CSc1ccc(Br)cc1)N1CCN(S(=O)(=O)c2ccccc2)CC1	-1	-1	-1	8	-8	-31	12	4	1
CC(C)CCOc1ccc(C2=NNC(=O)CC2)cc1	0	5	5	5	2	-6	3	5	11
C=CCC[C@@H](Cc1ccc(F)cc1)C(=O)OC[C@@H](C)NC(=O)[C@H](CC=C)CC(=O)N(CCO)Cc1ccccc1	/	/	/	4	0	18	-7	/	1
O=C(O)CC1NC(=S)N(c2ccccc2)C1=O (configuration not stated)	0	3	-2	6	-4	18	-1	2	-1
CCc1c(C)nc(N2CCN(c3ccc(OC)cc3)CC2)[nH]c1=O	0	-1	5	-1	0	-1	9	1	2
CC1CCCC(C)N1c1nnc(N)s1 (configuration not stated)	3	5	-2	-2	1	-1	1	-1	5
CCOc1ccc(NC(=O)CC2C(=O)N(c3ccccc3)C(=O)N2CCOC)cc1 (configuration not stated)	-1	-3	-5	1	-4	0	2	-3	-10
COCCNc1c2c(nc3c(-c4ccccc4)c(C)nn13)CCC2	-1	-16	-5	10	-2	11	7	13	10
Cc1ccc(-c2csc(N(CC3CCCO3)C(=O)c3ccco3)n2)cc1 (configuration not stated)	-4	2	-8	1	2	8	3	-3	6
NS(=O)(=O)c1ccc(SCc2ccccc2)nc1	1	-1	4	1	0	4	-3	10	4
CC(=O)Nc1ccc(/C=N/NC(=O)CNC(=O)c2ccccc2)cc1	1	3	7	5	-1	5	-1	0	14
O=C(C1CCCC1)N1CCN(S(=O)(=O)c2ccc(Cl)cc2)CC1	-1	1	1	2	-2	-5	22	-2	-5
Cc1occc1C(=O)N1CCN(c2ccc(Cl)cc2)CC1	0	-2	-6	-4	-7	23	2	-2	-2
Cc1cc(NC(=O)CSc2nc3c(c(=O)n2C)SCC3)no1	0	0	4	-1	3	1	6	-3	2
Cn1c(=O)[nH]c(=O)c2c1nc(NCc1ccccc1)n2CCCc1ccccc1	4	0	-6	6	-5	1	2	2	2
O=C(Nc1ccc(/C=C/c2nc3ccccc3o2)cc1)c1ccc(F)cc1	-5	2	-9	0	1	-2	3	-2	0
NC(=S)Nc1ccc(Oc2ccc(NC(N)=S)cc2)cc1	-4	-5	-4	2	1	18	4	6	-2
CC(=O)CCn1c(=O)n(CCC(C)=O)c(=O)n(CCC(C)=O)c1=O	2	-3	-2	-11	-1	10	2	-4	-6
O=c1ccc(-c2ccc(S(=O)(=O)NCC3CCN(Cc4cccc(F)c4)CC3)s2)n[nH]1	-3	-9	-8	4	-11	-13	4	-6	8
CCOC(=O)c1c(-c2ccc(OC)cc2)csc1NC(=O)CCN1CCOCC1	-6	-3	-5	8	4	-1	-1	2	1
O=C(CSc1nnc2scc(-c3ccc(Cl)cc3)n12)NCc1ccc2c(c1)OCO2	1	-12	-1	3	0	-13	3	-1	6
CCCCOc1ccc(CSC(CC(=O)O)C(=O)O)cc1 (configuration not stated)	3	4	-1	4	0	2	3	-1	4
